Source: PubChem BioAssay (several laboratories)
pCIP destab: lowers stability of the mouse p/CIP coactivator protein | F442A p/CIP-EGFP cells, EGFP fluorescence, 16 h | decrease of EGFP signal, % at 10 µM | 290,000 tested, 0.01% active | AID 1984;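 active = EGFP signal decrease of at least 30% at 10 µM or well 3 SD below plate mean, unless failing retest; inactive = the rest, including hits failing retest or dose response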; also: some compounds called inactive have numbers as strong as hits; many of its hits are not listed in these tables
CRFR2-BP antag: CRF-BP/CRF-R2 complex antagonism. HEK293 CRF-R2/CRF-BP, CRF-induced calcium fluorescence. inhibition, % at 11.8 µM. 350,000 tested, 0.59% active;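 active = inhibition of the ligand-induced calcium signal above about 50% at the single tested concentration, limit read from the data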
SUMO HTRF inh: inhibitors of human SUMOylation (UBC9); HTRF SUMOylation assay, SAE1/SAE2 + UBC9, in vitro; AID 2006; inhibition, % at 35 µM; 290,000 tested, 0.36% active; P63279; in the data active = inhibition above about 50%, passing the limit was not always enough; also: strong numbers were not always called active
Target sequence (P63279 whole entry, looked up): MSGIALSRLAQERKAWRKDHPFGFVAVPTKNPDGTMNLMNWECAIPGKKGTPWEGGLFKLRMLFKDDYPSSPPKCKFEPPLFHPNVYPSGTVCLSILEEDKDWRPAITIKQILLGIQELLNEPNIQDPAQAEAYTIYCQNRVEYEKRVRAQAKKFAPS
IMP-1 inh: inhibitors of Pseudomonas aeruginosa IMP-1 metallo-beta-lactamase | purified IMP-1, nitrocefin hydrolysis, epi-absorbance fluorescence | 290,000 tested, 0.45% active | inhibition, % at 5.6 µM;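 active = inhibition above the mean plus 3 SD of all compounds in the same screening run, cut at about 4.5% in these data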;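 also: 0% = IMP-1 with DMSO and 100% = DMSO wells lacking enzyme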
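assay system = purified recombinant IMP-1 metallo-beta-lactamase enzyme | schedule = 15 min preincubation plus 25 min reaction at 25 °C | signal = Epi-absorbance fluorescence, 480 nm excitation, 530 nm emission | read-out basis = percent inhibition from optical density relative to buffer-blank wells | controls = IMP-1 with DMSO as 0%, enzyme-free DMSO as 100%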
VIM-2 inh: blocks Pseudomonas aeruginosa VIM-2 metallo-beta-lactamase; purified VIM-2, nitrocefin hydrolysis, epi-absorbance fluorescence; inhibition, % at 5.6 µM; 290,000 tested, 0.89% active;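 active = inhibition above the mean of all tested compounds plus 3 SD, cutoff set per screening run, cut at about 7.5% in these data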;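 also: red hydrolysis product quenches plate fluorescence so inhibitors raise well fluorescence; 0% = enzyme with DMSO and 100% = DMSO without enzyme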
GalR3 antagonist: human GalR3 antagonism; HEK293 GalR3-CNG cAMP membrane potential fluorescence; galR3 body fused to GalR1 C-terminus; inhibition, % at 3 µM; 360,000 tested, 0.44% active; AID 651719;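 active = inhibition above the screen-wide average plus 3 SD, cut at about 13% in these data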;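 also: forskolin and galanin both at EC90 stimulate the cells; cAMP rise reported by CNG channel membrane potential dye signal; 0% = forskolin plus galanin with DMSO and 100% = forskolin alone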
Target sequence (O60755 1-299 limits assumed): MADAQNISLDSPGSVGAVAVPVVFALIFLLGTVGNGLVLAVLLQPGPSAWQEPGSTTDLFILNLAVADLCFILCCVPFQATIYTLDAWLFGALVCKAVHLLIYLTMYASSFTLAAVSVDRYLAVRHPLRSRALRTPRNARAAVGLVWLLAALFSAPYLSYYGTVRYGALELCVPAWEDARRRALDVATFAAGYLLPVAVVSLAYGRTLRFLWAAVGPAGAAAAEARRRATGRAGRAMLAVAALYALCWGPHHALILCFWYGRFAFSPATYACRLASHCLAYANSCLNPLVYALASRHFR
IDE act: boosts human insulin-degrading enzyme activity in HEK cells | P14735 | FAbeta-B cleavage, fluorescence polarization; 0% vehicle, 100% cell-free pure enzyme wells | activation, % at 5.96 µM | 340,000 tested, 0.073% active | AID 493087;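 active = activation above the mean of all tested compounds plus 3 SD, set per screening campaign, cut at about 17% in these data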
IDE cell inh: inhibits human insulin-degrading enzyme in HEK cells. 320,000 tested, 0.41% active. P14735. inhibition, % at 5.59 µM. FAbetaB cleavage, fluorescence polarization. AID 434962;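 active = percent inhibition above the average of all tested compounds plus 3 SD, set per screening campaign, cut at about 16% in these data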;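 also: IDE supplied by intact live HEK cells; FP after avidin binding of uncleaved biotin substrate so inhibition keeps polarization high; 0% = DMSO wells and 100% = 60 µM reference IDE inhibitor Ii1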
HCV NS3 hel inh: inhibitors of Hepatitis C virus NS3 helicase; NS3 helicase DNA unwinding, Cy5 molecular beacon fluorescence; inhibition, % at 10.9 µM; 290,000 tested, 0.56% active;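 active = inhibition above the mean of all tested compounds plus 3 SD, set per campaign, cut at about 35% in these data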;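 also: 0% = DMSO wells and 100% = thioflavine S control wells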
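Compound dosing – single dose, 10.9 µM nominal final, DMSO 0.8% final · System – NS3 helicase fragment of HCV · Buffer or medium – MOPS pH 6.5, MgCl2, DTT, Tween20, BSA · Signal – Cy5 beacon fluorescence read at start and 1 h · Also added – annealed dual-labelled DNA beacon duplex, ATP-started · Schedule – 1 h at 25 °C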
* marks the source's active call; other numbers are inactive results; . = no result given.

No.	pCIP destab	CRFR2-BP antag	SUMO HTRF inh	IMP-1 inh	VIM-2 inh	GalR3 antagonist	IDE act	IDE cell inh	HCV NS3 hel inh	mol
1	4	-6	4	-1.8	-1.5	-9	3	2	-9	Cc1ccccc1N1CCN(C2CCCN(C(=O)c3cc(CC(C)C)nn3C)C2)CC1 (centres undefined)
2	6	-13	-3	-4.1	-1.8	-3	2	10	12	CCCCC(CC)C(=O)NCCc1ccc(S(N)(=O)=O)cc1 (centres undefined)
3	18	-2	14	-4.0	-1.6	-4	0	-3	2	Cc1csc(NC(=O)c2cccc(S(=O)(=O)N3CCN(C)CC3)c2)n1
4	-17	2	6	-4.2	-3.7	-9	4	7	12	CCCCNC(=O)CCn1nc(-c2ccccc2)ccc1=O
5	0	-8	-9	-2.4	1.4	-9	0	1	-59	CCN(CC)CCNC(=O)c1cc(-c2ccc(Br)s2)nc2ccccc12
6	-2	-5	6	-4.1	-1.6	-3	1	2	2	CC(C)CCNC(=O)CN(Cc1ccccc1Cl)C(=O)CCC(=O)Nc1ccccn1
7	-2	-42	-22	-4.6	-1.1	-6	0	4	-7	COc1ccc(C2SCCN2C(=S)Nc2ccc(Cl)cc2)cc1 (centres undefined)
8	.	4	.	.	.	-1	1	1	.	O=C(CN1CCN(S(=O)(=O)c2ccc(Cl)cc2)CC1)NCc1cccs1
9	-2	12	3	-3.3	2.8	-1	2	1	30	CCOC(=O)c1ccc(COC(=O)c2cc(=O)[nH]c3ccccc23)o1
10	-11	-1	-6	-0.8	0.9	-2	5	4	-5	O=S(=O)(c1ccc(Cl)c(NC(=S)Nc2cccc(O)c2)c1)N1CCOCC1
11	-20	-45	11	-3.1	-5.4	-4	-4	5	8	CN(C(=O)Cn1nnc(-c2cccc(C(F)(F)F)c2)n1)C1CCCCC1
12	-7	8	-10	-2.0	-0.8	-1	2	2	-1	O=S(=O)(NCCSc1ccccc1)c1ccc2c(c1)OCCO2
13	4	-11	-8	-3.1	0.0	-6	-4	0	8	Cc1ccc2oc(C(=O)N3CCC(N4CCSCC4)CC3)c(C)c2c1
14	.	1	.	.	.	-2	5	0	.	O=[N+]([O-])c1ccc(F)cc1F
15	-3	-14	13	0.1	-0.6	-7	1	-3	10	CCOc1ccc(NC(=O)C(CC(=O)O)Cc2ccc(Br)cc2)cc1 (centres undefined)
16	-10	-6	18	-2.7	-2.1	-1	1	-1	8	Cc1ccc(-c2csc(NC(=O)c3cccc([N+](=O)[O-])c3C(=O)O)n2)cc1
17	-20	31	15	-2.2	-1.0	-4	-2	-4	2	CC(C)Cc1ccc(S(=O)(=O)NCC2CCCO2)cc1 (centres undefined)
18	-7	7	27	-0.9	-0.5	7	9	-1	-2	Cc1ccc(Cc2c(C)c(C#N)c3[nH]c4ccccc4n3c2=O)cc1
19	-4	3	14	-1.1	-2.5	-3	0	-2	4	O=C(O)c1c(Cl)nc2ccccn12
20	-28	-8	-98	2.2	1.6	2	1	-3	24	CC(C)c1nc2sc3c(SCC(=O)NCc4ccco4)ncnc3c2c2c1CCC2
21	11	22	36	-5.2	-3.0	3	-8	10	4	O=C(/C=C/c1ccccc1)Nc1nc(-c2ccncc2)cs1
22	11	-3	-9	-2.1	-0.9	-6	4	2	-12	CSc1ccc(S(=O)(=O)N2CC(=O)Nc3ccccc32)cc1
23	-3	.	27	-1.5	0.0	.	.	.	-3	CNc1nc2c(c(=O)[nH]c(=O)n2C)n1CCOC
24	-2	-21	6	-3.1	-3.3	-3	3	3	0	CCOC(=O)Cn1cc(C(=O)C2CC2)c2ccccc21
25	3	16	3	-4.2	-0.8	-6	4	0	-5	CCOC(=O)C(/C=N/c1cc(C)nn1-c1ccccc1)=C(\C)O
26	-3	-22	26	-0.2	0.7	-2	5	0	12	Cc1cc2c(cc(C(=O)NCc3cccnc3)n2Cc2ccc(Cl)cc2)o1
27	-12	-20	16	-1.6	-1.0	1	3	-5	1	CCOCCCNC(=O)CN(Cc1ccc(Cl)cc1)S(C)(=O)=O
28	-11	19	10	-2.8	-1.0	-1	3	-1	18	Cc1ccc(C)c(N=Cc2cc3c(cc2[N+](=O)[O-])OCO3)c1
29	-4	0	0	-1.9	0.2	3	2	1	1	O=C(CCNC(=O)c1ccccc1Cl)Nc1ccncc1
30	-11	14	9	-3.6	-4.2	-1	-2	-1	11	Cc1nc2cc(NC(=O)NCc3ccc4c(c3)OCO4)ccc2o1
31	-2	22	-2	-1.1	-1.3	-9	1	-2	-18	CCC1Oc2ccccc2N(CC(=O)NCCCN2CCN(c3ccc(OC)cc3)CC2)C1=O (centres undefined)
32	0	5	1	1.2	6.0	-10	-3	3	11	COC(=O)c1ccc(CSc2nc3ccccc3c(=O)n2C)o1

One compound at a time, as listed above. Screens in order: pCIP destab | CRFR2-BP antag | SUMO HTRF inh | IMP-1 inh | VIM-2 inh | GalR3 antagonist | IDE act | IDE cell inh | HCV NS3 hel inh
`Cc1ccc(C)c(N=Cc2cc3c(cc2[N+](=O)[O-])OCO3)c1` reads -11 | 19 | 10 | -2.8 | -1.0 | -1 | 3 | -1 | 18
`Cc1csc(NC(=O)c2cccc(S(=O)(=O)N3CCN(C)CC3)c2)n1` reads 18 | -2 | 14 | -4.0 | -1.6 | -4 | 0 | -3 | 2
`CCOC(=O)C(/C=N/c1cc(C)nn1-c1ccccc1)=C(\C)O` reads 3 | 16 | 3 | -4.2 | -0.8 | -6 | 4 | 0 | -5
`O=S(=O)(c1ccc(Cl)c(NC(=S)Nc2cccc(O)c2)c1)N1CCOCC1` reads -11 | -1 | -6 | -0.8 | 0.9 | -2 | 5 | 4 | -5
`O=C(CN1CCN(S(=O)(=O)c2ccc(Cl)cc2)CC1)NCc1cccs1` reads . | 4 | . | . | . | -1 | 1 | 1 | .

Back to the main list; the 3 compounds before the break are reprinted first.
No.	pCIP destab	CRFR2-BP antag	SUMO HTRF inh	IMP-1 inh	VIM-2 inh	GalR3 antagonist	IDE act	IDE cell inh	HCV NS3 hel inh	mol
30	-11	14	9	-3.6	-4.2	-1	-2	-1	11	Cc1nc2cc(NC(=O)NCc3ccc4c(c3)OCO4)ccc2o1
31	-2	22	-2	-1.1	-1.3	-9	1	-2	-18	CCC1Oc2ccccc2N(CC(=O)NCCCN2CCN(c3ccc(OC)cc3)CC2)C1=O (centres undefined)
32	0	5	1	1.2	6.0	-10	-3	3	11	COC(=O)c1ccc(CSc2nc3ccccc3c(=O)n2C)o1
33	-6	12	16	-0.7	-3.4	1	3	1	0	CCOC(=O)c1ccc(NC(=O)NS(=O)(=O)c2ccc(C)cc2)cc1
34	-4	11	12	-5.4	-1.1	-6	0	0	0	O=C(NCC1COCCO1)C1CCN(S(=O)(=O)c2ccccc2)CC1 (centres undefined)
35	6	8	6	-5.7	0.6	-8	4	3	-17	S=C(NCCCN1CCOCC1)N1CCN(c2cccc(Cl)c2)CC1
36	-12	-1	2	-3.6	-2.8	0	-5	2	-1	C/C(=N/NC(=O)CNC(=O)c1cccnc1)c1ccc(Cl)cc1
37	2	-4	11	-1.9	-0.3	-2	3	1	2	COC(=O)Nc1ccc(S(=O)(=O)Nc2cc(OC)nc(OC)n2)cc1
38	.	-5	.	.	.	-3	3	2	.	O=C(CSc1ccc(Br)cc1)NCC(c1ccco1)N1CCCCC1 (centres undefined)
39	-14	22	-23	-2.4	-1.5	-12	0	-5	2	CC(C)[C@H](NC(=O)c1ccc(Cl)c([N+](=O)[O-])c1)C(=O)NCc1ccc(F)cc1
40	0	-4	2	-3.8	-1.8	-5	-2	-5	7	O=C(COc1nc2ccccc2nc1N1CCOCC1)NC1CCCCC1
41	-4	16	3	-3.8	-2.9	1	-1	0	-1	O=C(NCc1ccc(F)cc1)c1cc(C(=O)C2CC2)c[nH]1
42	-11	-4	0	-2.6	-2.8	-8	0	-3	1	CCOC(=O)CC1C(=O)NCCN1C(=O)c1ccc(C)cc1 (centres undefined)
43	.	0	.	.	.	-3	6	-8	.	N#Cc1ccc(C(=O)Nc2cc(C3CC3)nn2-c2ccccc2)cc1
44	4	-30	-4	-2.7	-1.4	-7	1	0	-8	CCCOC(=O)c1ccc(NC(=O)c2ccc(Br)o2)cc1
45	6	-20	-11	-3.2	-3.5	-2	4	10	4	Nc1c(C(=O)NCc2cccnc2)sc(=S)n1-c1ccccc1
46	.	-9	.	.	.	-5	-3	-1	.	NC(=O)C1CCN(c2ccc3c(c2)S(=O)(=O)c2ccccc2C3=O)CC1
47	-8	-21	25	-3.6	-4.5	0	-5	-1	-6	Oc1cc(Cc2ccccc2)cnc1CN1CCOCC1
48	0	4	0	.	.	-4	6	2	.	Cc1cc(-c2cc(C(=O)NCc3ccccc3)on2)nc(S(C)(=O)=O)n1
49	.	-2	.	.	.	-3	4	9	.	CC(C)[C@H](NC(=O)c1ccccc1)C(=O)OCC(=O)c1ccc(S(=O)(=O)N2CCCCC2)cc1
50	9	15	5	0.5	-0.5	-6	6	-2	-6	Cc1cc2c(o1)CC(C)(C)CC2=O
51	.	11	.	.	.	4	-9	4	.	CCOC(=O)c1c(C)[nH]c(C(=O)OCC(=O)c2ccc(OC)cc2OC)c1C
52	-5	-37	-7	0.4	-1.7	0	-1	-3	-1	COc1ccc(Cl)cc1NC(=O)Nc1cc(C)on1
53	-3	3	12	-2.6	-1.4	-4	1	2	4	CCCn1c(SCC(=O)c2ccc(CC)cc2)n[nH]c1=O
54	-11	4	10	-2.2	-1.7	3	.	-2	0	CCCNC(=S)Nc1ccc(F)cc1F
55	6	-7	5	-3.1	-3.0	-8	4	3	-3	O=C(NS(=O)(=O)Nc1ccc(Br)cn1)c1c[nH]c2ccccc12
56	-1	8	-16	-2.1	-1.9	3	-1	-2	-4	CC(NC(=O)CN1CCN(c2ncccn2)CC1)c1ccc(F)cc1 (centres undefined)
57	-6	5	0	-0.4	0.5	-11	1	-8	-5	O=C(c1cccc(F)c1)N1CCCN(C(=O)c2cccc(F)c2)CC1
